LYP inhibition: inhibitors of LYP phosphatase, biochemical, fluorescence intensity, uHTS (AID 1779); Tyrosine-protein phosphatase non-receptor type 22 (Homo sapiens); recombinant LYP phosphatase, fluorescence intensity; higher % means a stronger effect; inhibition, % at 11.5 µM, or IC50 in µM where a hit was titrated; 290,000 compounds, 0.054% hits; in the data active = inhibition above about 50%;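 note: plate controls were vehicle with enzyme for no effect and no enzyme for full effect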
Salmonella PhoP GFP: inhibitors of PhoP regulon expression, primary screen, Salmonella Typhimurium, GFP reporter (AID 1863) | one-dose inhibition, % at 50 µM; IC50 in µM for titrated hits | S. Typhimurium PhoP-regulated promoter GFP reporter, 4 h; higher % means a stronger effect | 300,000 compounds, 0.16% hits;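 active = inhibition over 29.93%, a cutoff 3 SD above the screen mean, later confirmed by dose response; inconclusive = inhibition over 29.93% but no dose response follow-up; inactive = inhibition at most 29.93% or unconfirmed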;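 note: 0% = low Mg2+ inducing control and 100% = high Mg2+ repressing control; strong numbers were not always called active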
NTR1 ag: agonists of NTR1, primary screen, imaging, U2OS cells, beta-arrestin-GFP, high content (AID 493036); NTR1-U2OS beta-arrestin-GFP spot imaging, agonist mode; Neurotensin receptor type 1 (Homo sapiens), P30989; activation, % at 20 µM; 330,000 compounds, 0.17% hits;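 active = activation at or above 40% of the spot to cytoplasm intensity ratio, with at least 20 cells analyzed; inconclusive = wells under 20 cells, flagged as cytotoxic or low count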;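 note: 0% = DMSO without peptide and 100% = 100 nM NTR1 peptide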
Target sequence (P30989 whole entry, looked up): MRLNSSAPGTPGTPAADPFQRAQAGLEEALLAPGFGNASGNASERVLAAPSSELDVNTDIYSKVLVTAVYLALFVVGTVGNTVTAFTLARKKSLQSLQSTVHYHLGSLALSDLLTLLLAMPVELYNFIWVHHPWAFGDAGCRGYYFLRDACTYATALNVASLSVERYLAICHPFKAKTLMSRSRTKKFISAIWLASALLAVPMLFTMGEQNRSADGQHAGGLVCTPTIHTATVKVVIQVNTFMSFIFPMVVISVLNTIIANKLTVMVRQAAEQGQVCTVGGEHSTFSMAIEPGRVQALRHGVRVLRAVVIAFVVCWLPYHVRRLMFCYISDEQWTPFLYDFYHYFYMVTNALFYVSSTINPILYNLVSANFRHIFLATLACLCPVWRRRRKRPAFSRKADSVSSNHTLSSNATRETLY
GPR55 LPI antagonism: GPR55 antagonists blocking LPI-driven arrestin recruitment, primary screen, imaging, U2OS, beta-arrestin-GFP, LPI agonist (AID 2013); G-protein coupled receptor 55 (Homo sapiens); U2OS GPR55 beta-arrestin-GFP translocation imaging, LPI antagonism; higher % means a stronger effect; inhibition, % at 10 µM, or IC50 in µM where a hit was titrated; 290,000 compounds, 0.13% hits;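 active = spots per cell inhibited over 60%, with over 100 cells counted and total cytoplasm intensity under 500,000; inconclusive = wells with under 100 cells, flagged as likely toxic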;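 note: U2OS cells stably carrying GPR55 and arrestin-GFP stimulated by 5 µM LPI near EC80; imaged beta-arrestin-GFP aggregate spots per cell after agonist stimulation; plate controls were LPI-stimulated DMSO wells for no effect and DMSO wells without LPI for full effect; some results filed as inactive read as strong as hits; confirmed hits need IC50 under 10 µM and bright autofluorescent wells are also inconclusive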
Siah-1 displacement: Siah-1 peptide-binding antagonists, primary screen, biochemical, fluorescence polarization, rhodamine-plectin, uHTS (AID 1817); displacement, % at 20 µM; hits with a dose series show IC50 in µM; Siah-1 / rhodamine-plectin peptide fluorescence polarization; higher % means a stronger effect; E3 ubiquitin-protein ligase SIAH1 (Homo sapiens); 290,000 compounds, 0.02% hits;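 active = displacement of at least 50% at 20 µM, with a fluorescence ratio check between 0.3 and a set limit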;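 note: plate controls were Siah plus tracer with DMSO for no effect and tracer alone without Siah for full effect; strong numbers were not always called active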
HIV fusion peptide: inhibitors of HIV fusion peptide binding, primary screen, biochemical, uHTS, fluorescence dequenching (AID 1986); 290,000 compounds, 0.3% hits; cell-free peptide binding, fluorescence dequenching, 30 min; higher % means a stronger effect; inhibition, % at 20 µM; hits with a dose series show IC50 in µM; in the data active = inhibition mostly above about 52%, no sharp cut-off; inactive = mostly below about 76%; note: some results filed as inactive read as strong as hits
GPR35 antagonists: GPR35 antagonists blocking zaprinast-driven arrestin recruitment, primary screen, imaging, U2OS, beta-arrestin-GFP, zaprinast agonist (AID 2058). G-protein coupled receptor 35 (Homo sapiens). U2OS GPR35 beta-arrestin-GFP translocation imaging, zaprinast antagonism; higher % means a stronger effect. inhibition, % at 10 µM; hits with a dose series show IC50 in µM. 290,000 compounds, 0.052% hits;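 active = inhibition of at least 50% with at least 30 cells and total cytoplasm GFP at most 10,000,000; inconclusive = under 30 cells or total GFP of 10,000,000 plus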
MgcRacGAP inhibition: MgcRacGAP GTPase-activating activity inhibitors, confirmation, biochemical, ADP Hunter fluorescence; AID 624330, 2012; MgcRacGAP-stimulated Rac1 GTP hydrolysis, ADP Hunter fluorescence; higher % means a stronger effect; GST-tagged Rac1 F28L mutant substrate; Rac GTPase-activating protein 1 (Homo sapiens); 340,000 compounds, 0.6% hits; inhibition, % at 30 µM, or IC50 in µM where a hit was titrated;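 active = first-screen hits whose inhibition reached a set limit at any dose in the follow-up dose series; inconclusive = inhibition above the set first-screen limit but never retested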;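 note: fluorescence reports GDP produced by GAP-driven GTP hydrolysis; strong numbers were not always called active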
Myeloid diff 2: induction of myeloid progenitor differentiation, primary screen, cell-based, flow cytometry, MLPCN library; ER-HoxA9 myeloid progenitors, lysozyme-GFP differentiation; calls only at 10 µM; 360,000 compounds, 1% hits;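 active = normalized GFP-positive differentiation at or above the plate's own cutoff, the solvent-only control mean plus 3 SD; inconclusive = no clear call, values can overlap the other calls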;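 note: cells exposed to compound for four days before flow analysis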
NTR1 ag cell count 20 µM: recorded beside NTR1 ag, whose call it bears; cell count; measured here: cell count, cytotoxicity flag
Myeloid diff 2 GFP+ MAC1+ %: also measured in Myeloid diff 2; calls as there; GFP+ MAC1+ double positive, %; measured here: differentiation confirmed by MAC1 staining
* = called active by the depositor; i = inactive; u = inconclusive; x = not tested or not shown; + = active, no number. This is a random part of the collection; any-hit rate near 2.4%.

#	SMILES	Siah-1 displacement	GPR35 antagonists	Salmonella PhoP GFP	Myeloid diff 2	NTR1 ag	HIV fusion peptide
1	COC(=O)c1ccccc1NC(=O)Cc1nc(-c2ccccc2)sc1-c1ccc(C)cc1	-2%	-25%	-13%	i	1.7	7.7%
2	O=C(CSC1=NS(=O)(=O)c2cc(Cl)ccc2N1)NCc1ccc(F)cc1	x	x	5%	i	0.2	x
3	COCCN(C(=O)CCc1ccccc1OC)c1nnc(-c2cccnc2)s1	19%	12%	x	i	-0.3	-0.5%
4	CCn1c(=O)c2cc(C(=O)N(C)c3cc(C)ccc3OC)sc2c2ccccc21	3%	-2%	-1%	i	25	-1.4%
5	Cc1nc(NC(=O)COC(=O)c2ccc(S(=O)(=O)N3CCc4ccccc4C3)cc2)c(Cl)cc1Cl	1%	11%	-10%	i	-1.3	1.7%
6	COCCN=c1scc(-c2ccccc2)n1/N=C/c1c[nH]c2ccccc12	0%	4%	-8%	i	10	-3.5%
7	CCN(CC)CC(=O)c1c(N)n(Cc2ccccc2)c(=O)n(C)c1=O	0%	-5%	3%	i	2.9	0.0%
8	O=C(O)CC1(CC(=O)NCc2ccccn2)CCCCC1	-4%	6%	-5%	i	-0.5	-0.8%
9	O=C(O)CCn1ccc2cc(S(=O)(=O)N3CCCCCC3)ccc21	6%	25%	7%	u	0.1	0.9%
10	Cc1cc(C)n(Cc2ccccc2F)c(=O)c1C#N	-4%	10%	2%	i	-0.8	-1.1%
11	O=C(Oc1ccc(=O)n(-c2ccccc2)n1)c1cccc(Cl)c1	-3%	-11%	-25%	i	-0.4	2.4%
12	Cc1ccc2c(Cl)cc(Cl)c(OCC(=O)N(C(C)C)C(C)C)c2n1	3%	-5%	2%	i	7.5	-1.9%
13	CC(C)CN(CC(C)C)C(=O)C12CCC(C)(C(=O)C1)C2(C)C (centres undefined)	5%	4%	5%	i	2.6	-2.6%
14	O=C(COc1cccnc1[N+](=O)[O-])NCc1ccc2c(c1)OCO2	4%	-6%	-1%	i	-0.3	-1.9%
15	Cc1ccc(OCCN2CCOCC2)cc1C	17%	10%	-1%	x	-0.2	-0.4%

#	GPR55 LPI antagonism	NTR1 ag cell count 20 µM	MgcRacGAP inhibition	LYP inhibition	Myeloid diff 2 GFP+ MAC1+ %
1	-2%	42	2%	4%	0.9
2	x	33	9%	x	1.1
3	-4%	68	8%	-3%	0.7
4	21%	59	-1%	1%	0.6
5	-5%	84	11%	-1%	0.6
6	0%	88	25%	3%	0.5
7	6%	60	-9%	-5%	0.4
8	-5%	52	2%	-3%	1.0
9	-2%	57	-13%	-3%	x
10	18%	86	4%	-6%	2.1
11	5%	60	-1%	-5%	1.5
12	-2%	54	-6%	-3%	0.9
13	-8%	30	-16%	-2%	2.2
14	-2%	49	5%	-7%	0.1
15	8%	56	-6%	-5%	x

#	SMILES	Siah-1 displacement	GPR35 antagonists	Salmonella PhoP GFP	Myeloid diff 2	NTR1 ag	HIV fusion peptide
16	Cc1ccccc1Nc1cccc2nonc12	16%	-6%	4%	i	0.1	12%
17	Cc1cc(/C=N\NC(=O)CC(=O)NC2CCCCC2)c(C)n1-c1ccc(Cl)c(Cl)c1	2%	-9%	-8%	+	3.1	-3.6%
18	Cc1ccccc1NC(=O)c1c([N+](=O)[O-])cnn1C	-5%	6%	-3%	i	-0.1	0.3%
19	Cc1cccn2c(CNC3CCCc4ccccc43)c(C(=O)N3CCOCC3)nc12 (centres undefined)	10%	-3%	-6%	i	0.5	2.4%
20	CCN(CC)C(=O)CSc1nc2ccccc2c(=O)n1-c1cccc(OC)c1	2%	3%	-2%	i	-1.2	-0.8%
21	Cc1ccc(Cl)cc1N1CCN(C(=O)C2CCN(S(C)(=O)=O)CC2)CC1	10%	4%	-7%	i	0.5	1.7%
22	N#C/C(=C/c1ccco1)C(N)=S	-4%	1%	-17%	i	0.2	12%
23	COc1cc(C(C(=O)NC2CCCCC2)N(C(=O)c2cnccn2)c2ccccc2)cc(OC)c1OC (centres undefined)	1%	-8%	x	x	-0.4	0.1%
24	CC1CCCN(C/C(O)=C(\C#N)c2nc3ccccc3[nH]2)C1 (centres undefined)	3%	15%	-1%	i	0.0	0.5%
25	c1ccc(OCc2nn3c(Cn4nnc5ccccc54)nnc3s2)cc1	-3%	-12%	-1%	i	0.4	6.1%
26	COc1ccc(CCNC(=O)CSc2c[nH]c3ccccc23)cc1OC	4%	-12%	3%	i	-3.5	-1.3%
27	COc1ccc(OC)c(C2=NOC(C(=O)N3CCN(c4ccccc4)CC3)C2)c1 (centres undefined)	-1%	4%	-4%	i	0.7	-1.8%
28	COC(=O)[C@@H]1C[C@H]2CC[C@H](O)C[C@H]2N1Cc1ccccc1OC(=O)c1cccs1	-3%	6%	-1%	i	5.5	2.7%
29	CCOC(=O)N1CCC(NC(=O)c2cc(S(=O)(=O)NCCc3ccccc3)ccc2F)CC1	5%	4%	-1%	i	-0.9	1.6%
30	COC(=O)CS(=O)(=O)c1ccsc1C(=O)Nc1ccc(F)cc1	-2%	3%	2%	i	2.1	0.3%

#	GPR55 LPI antagonism	NTR1 ag cell count 20 µM	MgcRacGAP inhibition	LYP inhibition	Myeloid diff 2 GFP+ MAC1+ %
16	4%	51	12%	-10%	0.5
17	32%	55	-16%	3%	2.3*
18	1%	59	11%	-13%	0.5
19	1%	50	-7%	-11%	0.3
20	-3%	79	8%	-7%	0.9
21	4%	29	-5%	-11%	1.0
22	1%	48	22%	-10%	0.4
23	2%	32	4%	-1%	x
24	15%	69	-5%	4%	0.8
25	2%	94	11%	6%	0.6
26	3%	67	7%	-3%	5.1
27	10%	68	7%	1%	1.9
28	0%	53	9%	-6%	0.8
29	5%	74	6%	-1%	0.4
30	-1%	46	-2%	-6%	0.6

#	SMILES	Siah-1 displacement	GPR35 antagonists	Salmonella PhoP GFP	Myeloid diff 2	NTR1 ag	HIV fusion peptide
31	COc1ccc(OCC(=O)N2CCC(n3nccc3NC(=O)C3CC3)CC2)cc1	8%	5%	5%	i	-0.7	-1.0%
32	Cc1cccn2c(=O)c3cc(C(=O)NCCN4CCOCC4)n(Cc4ccccc4)c3nc12	0%	10%	x	x	x	-1.2%
33	CC(C(=O)NCCc1ccccc1)N1c2cccc3cccc(c23)S1(=O)=O (centres undefined)	6%	3%	10%	i	3.1	-1.9%
34	CN(Cc1ccccc1)S(=O)(=O)c1ccc(Cl)c(C(=O)O)c1	-2%	-5%	1%	i	3.3	-1.9%
35	O=C(COC(=O)CC12CC3CC(CC(Br)(C3)C1)C2)NC(=O)NCc1ccco1	0%	11%	-1%	i	6.0	3.3%
36	O=C(CCCOc1ccccc1)Nc1ccccc1C(F)(F)F	8%	-7%	1%	i	-0.7	0.2%
37	COc1ccc(S(=O)(=O)Cc2ccc(C(=O)N3CCN(c4cccc(C)c4)C(C)C3)o2)cc1 (centres undefined)	1%	2%	8%	u	4.4	0.4%
38	C=CCCCCCCCCC(=O)NN	0%	1%	-3%	i	-0.4	1.2%
39	O=c1[nH]c(=O)n([C@H]2C[C@H](O)[C@@H](CO)O2)cc1F	4%	6%	u	u	x	2.3%
40	Cc1ccc(C(=O)C2=C(O)C(=O)N(CCCN3CCOCC3)C23C(=O)N(C)c2ccccc23)o1 (centres undefined)	4%	-4%	-13%	i	-1.5	1.7%
41	Cc1cc(NC(=O)COC(=O)COc2ccc3c(c2)CCC3)no1	9%	-10%	1%	i	-1.9	-2.9%
42	Cc1cc(C)cc(C(=O)N2CCCCCC2)c1	1%	14%	8%	i	-3.9	-0.5%
43	Cc1cc(C)nc(SCCC(=O)Nc2ccccc2)n1	6%	0%	6%	i	-0.5	2.8%
44	CC(NC(=O)c1ccc2c(c1)OCO2)C(c1cccs1)N1CCOCC1 (centres undefined)	-3%	-11%	4%	i	-0.2	2.6%

#	GPR55 LPI antagonism	NTR1 ag cell count 20 µM	MgcRacGAP inhibition	LYP inhibition	Myeloid diff 2 GFP+ MAC1+ %
31	13%	63	8%	-11%	2.4
32	-7%	x	x	-2%	x
33	25%	64	9%	-4%	0.9
34	-4%	61	3%	0%	0.3
35	4%	72	-2%	6%	0.9
36	5%	36	1%	-4%	0.3
37	1%	65	3%	-4%	x
38	12%	62	1%	-4%	4.5
39	-4%	x	7%	-5%	x
40	12%	35	13%	-6%	0.8
41	2%	63	9%	-5%	1.1
42	-9%	92	6%	-8%	0.8
43	22%	49	6%	-6%	1.7
44	6%	38	5%	4%	4.8

Five structures from above, sorted by formula weight, rising.
#	SMILES	Siah-1 displacement	GPR35 antagonists	Salmonella PhoP GFP	Myeloid diff 2	NTR1 ag	HIV fusion peptide
39	O=c1[nH]c(=O)n([C@H]2C[C@H](O)[C@@H](CO)O2)cc1F	4%	6%	u	u	x	2.3%
36	O=C(CCCOc1ccccc1)Nc1ccccc1C(F)(F)F	8%	-7%	1%	i	-0.7	0.2%
41	Cc1cc(NC(=O)COC(=O)COc2ccc3c(c2)CCC3)no1	9%	-10%	1%	i	-1.9	-2.9%
34	CN(Cc1ccccc1)S(=O)(=O)c1ccc(Cl)c(C(=O)O)c1	-2%	-5%	1%	i	3.3	-1.9%
37	COc1ccc(S(=O)(=O)Cc2ccc(C(=O)N3CCN(c4cccc(C)c4)C(C)C3)o2)cc1 (centres undefined)	1%	2%	8%	u	4.4	0.4%

#	GPR55 LPI antagonism	NTR1 ag cell count 20 µM	MgcRacGAP inhibition	LYP inhibition	Myeloid diff 2 GFP+ MAC1+ %
39	-4%	x	7%	-5%	x
36	5%	36	1%	-4%	0.3
41	2%	63	9%	-5%	1.1
34	-4%	61	3%	0%	0.3
37	1%	65	3%	-4%	x
